# TGFb inhibitor: blocks TGF-b signaling; HepG2 CAGA-GFP TGF-b/SMAD3 reporter, GFP fluorescence, 18 h; TGF-beta stimulated, 500 pg/mL final; Potency, µM (series often up to 46.1 µM), for the others: at the top dose activity, negative = inhibition, most hits filed as inhibitors; 410,000 tested, 1.2% active; AID 588855; further: potency means the concentration at half of the fitted maximal effect; on the % scale 0 is the no-effect control and ±100 the full control effect; nearly all actives have a fitted effect of over 65% in size
#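 Inhibition of TGF-beta-driven CAGA-GFP reporter expression in HEPG2 cells is measured by cellular GFP fluorescence after 18 h stimulation with 500 pg/mL recombinant TGF-beta in 1% FBS medium at 37 degrees C.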
# ATXN2 expr inh: reduces ATXN2 reporter expression in HEK-293 cells. HEK-293 ATXN2-luciferase reporter, luminescence, 24 h. Potency, µM (doses to about 57 µM), inactives show top-dose activity change, negative = inhibition, hits mostly inhibitors. 360,000 tested, 0.72% active; further: potency means the concentration at half of the fitted maximal effect; on the % scale 0 is the no-effect control and ±100 the full control effect; nearly all actives have a fitted effect of over 55% in size
#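 ATXN2-luciferase reporter cells (luciferase flanked by upstream and downstream ATXN2 gene portions) were treated 24 h at 37 °C with compounds at up to 57 uM. SteadyGlo luminescence gave expression; GF-AFC fluorescence gave viability.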
# IL-1B inflam inh: inhibitors of inflammasome signaling (IL-1 beta secretion) | 360,000 tested, 4.7% active | activity change, % at 57.5 µM | THP-1 LPS/ATP IL-1B secretion, AlphaLISA, 16 h; stronger effect = lower value; in the data active means activity change below about -50%; inconclusive means mostly about -30% to -49%; further: on the % scale 0 is the no-effect control and ±100 the full control effect
#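 Secreted IL-1B measured by AlphaLISA bead assay after 16 h compound exposure of THP-1 cells; compounds (final up to 57.5 uM) added 1 h before LPS (250 ng/mL) and ATP (1.25 mM) stimulation; lower signal means less secretion.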
# MCF10A rerep: induces DNA re-replication in MCF 10a normal breast cells. MCF 10A DNA re-replication, Hoechst nuclear intensity, 48 h. Potency, µM (top dose mostly 46.1 µM), for the others: at the top dose activity, positive = re-replication, actives largely listed as activators. 350,000 tested, 2.9% active. AID 624296; further: potency means the concentration at half of the fitted maximal effect; % of control where 0% means no effect; nearly all actives have a fitted effect of over 50% in size
# A549 viability: kills or reduces viability of A549 cells in Nrf2 counter-screen. A549 ARE-Fluc cells, CellTiter-Fluor viability, 18-24 h. 390,000 tested, 0.16% active. Potency, µM (series often up to 46 µM), for the others: top-dose activity change, negative = cytotoxicity, hits mostly inhibitors. AID 504648; further: potency means the concentration at half of the fitted maximal effect; on the % scale 0 is the no-effect control and ±100 the full control effect
#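 A549 ARE-Fluc cells in 5% FBS OPTI-MEM, 5000 cells/well, rested 2 h then exposed to compounds in concentration-response for 18-24 h at 37 °C. Viability by CellTiter-Fluor fluorescence (Ex 405/Em 525) after 30 min; luciferase luminescence (BugLite, 15 min, RT) read afterwards.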
# Nrf2 inh: blocks Nrf2 signaling; A549 ARE-Fluc reporter, luciferase luminescence, 18-24 h; Potency, µM (titrated, usually from 46 µM), for inactives: at the highest dose activity change, negative = inhibition, usual class: inhibitors; 360,000 tested, 2.1% active; AID 504444; further: potency means the concentration at half of the fitted maximal effect; on the % scale 0 is the no-effect control and ±100 the full control effect; nearly all actives have a fitted effect of over 60% in size
#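 A549 ARE_Fluc cells, 5000/well, 5% FBS OPTI-MEM; compounds in dose-response, 18-24 h at 37 °C/5% CO2; CellTiter-Fluor viability read (Ex 405/Em 525), then BugLite luciferase luminescence = Nrf2 activity.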
# HepG2 tox: HepG2 cytotoxicity, counter-screen for TGF-b inhibitors; HepG2 CAGA-GFP viability, ATP luminescence, 18 h; 410,000 tested, 0.76% active; AID 588856; Potency, µM (series often up to 46.1 µM), for inactives: at the highest dose activity change, negative = cytotoxicity, actives largely listed as cytotoxic; further: potency means the concentration at half of the fitted maximal effect; some results filed as inactive show a strong effect at the top dose
#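 CellTiter-Glo luminescence gave cytotoxicity after 18 hours at 37 degrees C. The cells were HepG2 CAGA-GFP in 1% FBS DMEM, stimulated with 500 pg/mL TGF-beta after compound addition. %Activity was normalised to no-cell wells (complete cell-killing) and DMSO (no toxicity), and curves were fitted and classified.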
# Nrf2 ARE act: activates Nrf2 signaling. Potency, µM (highest dose often 46.1 µM), without a hit: at the highest dose activation, hits mostly activators. AREc32 ARE-luciferase reporter (MCF7-derived line), luminescence, 24 h. AID 624171. 410,000 tested, 0.31% active; further: potency means the concentration at half of the fitted maximal effect; % of control where 0% means no effect; nearly all actives have a fitted effect of over 65% in size
#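 ARE-driven firefly luciferase activity in AREc32 cells measured after a 24 hr compound exposure at 37 deg C, using Steady-Glo reagent and a 30 min room-temperature hold.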
# ATXN viability: cell viability loss in ATXN counter-screen | Potency, µM (highest dose often 56.7 µM), usual class: cytotoxic | S2 cells (HEK-293 line with an ATXN2-luciferase reporter) viability, CellTiter-Fluor protease fluorescence, 24 h | AID 651635 | 400,000 tested, 0.49% active; further: potency means the concentration at half of the fitted maximal effect; nearly all actives have a fitted effect of over 40% in size
# * marks the source's active call; other numbers are inactive results; i = inactive; ? = inconclusive; nt = no result given; & = joins results of further samples; [ ] = another dose, or the depositor's remark. Unless noted, the call rests on the fitted dose curve; in most records, active means well fitted curve in the direction sought with a large enough effect; inconclusive means small, poorly fitted or top-dose-only effect, or another doubt; inactive means no such curve, though single readings can be large; an effect the other way counts as inactive or inconclusive.
SMILES,TGFb inhibitor,ATXN2 expr inh,IL-1B inflam inh,MCF10A rerep,A549 viability,Nrf2 inh,HepG2 tox,Nrf2 ARE act,ATXN viability
COc1ccc(C(=O)N2CCC2(C)C(=O)NC(C)C)c(OC)c1 (stereo not given),9%,13%,19,nt,nt,nt,2%,0.4%,i
CCCC[C@@H]1CCCO[C@@](C(=O)NCCN2CCOCC2)(C(F)(F)F)C1,?,nt,nt,nt,-4%,6%,-22%,nt,nt
CCc1ccccc1Nc1nn2c(=O)c3ccc(C(=O)NCc4ccccc4Cl)cc3nc2s1,-27%,?,nt,nt,1%,-25%,2%,1.4%,i
Cc1ccc(C)c(Cn2c(=O)c3c(nc4n3CCN4Cc3ccco3)n(C)c2=O)c1,0%,0%,0,12%,?,-3%,-11%,3.9%,i
O=C(NC1CCCCCC1)C1CCN(S(=O)(=O)c2cccc3cccnc23)CC1,-6%,9%,-5,-1%,3%,1%,1%,-0.7%,i
CCCNC(=O)c1cc(C2CCCCN2C(=O)OCCF)on1 (stereo not given),-2%,-6%,8,nt,nt,nt,-26%,-0.5%,i
Cc1ccc(-c2csc(NC(=O)c3cccc(N4C(=O)CCC4=O)c3)n2)o1,13%,-4%,-7,1%,-1%,?,1%,4.3%,i
CCOC(=O)c1ccc(S(=O)(=O)N2CCN(c3ccccn3)CC2)cc1,27%,-8%,10,11%,5%,18%,-3%,0.2%,i
NC(=O)Nn1c(CCC(=O)O)ccc1-c1ccc(Br)cc1,-3%,-4%,22,-2%,-11%,2%,-26%,-0.3%,i
CC(C)c1ccc(OCc2nc(-c3ccccn3)no2)c(Br)c1,18%,56%[activator],-54*,15µM*,-2%,?,2%,-0.6%,i
Cc1cccc(NC(=O)CSc2nc3nc4c(cc3c(=O)n2-c2ccccc2)CCCC4)c1,3%,-9%,26,16%,-15%,-28%,1%,3.1%,i
COc1cccc(NC(=O)c2ccccc2)c1,3%,32%[activator],-1,-17%,7%,?,-7%,4.3%,i

# Among those listed so far, these contain a furan ring, fused or not.
SMILES,TGFb inhibitor,ATXN2 expr inh,IL-1B inflam inh,MCF10A rerep,A549 viability,Nrf2 inh,HepG2 tox,Nrf2 ARE act,ATXN viability
Cc1ccc(C)c(Cn2c(=O)c3c(nc4n3CCN4Cc3ccco3)n(C)c2=O)c1,0%,0%,0,12%,?,-3%,-11%,3.9%,i
Cc1ccc(-c2csc(NC(=O)c3cccc(N4C(=O)CCC4=O)c3)n2)o1,13%,-4%,-7,1%,-1%,?,1%,4.3%,i

# (list continues)
SMILES,TGFb inhibitor,ATXN2 expr inh,IL-1B inflam inh,MCF10A rerep,A549 viability,Nrf2 inh,HepG2 tox,Nrf2 ARE act,ATXN viability
O=P(CCC(F)(F)F)(CCC(F)(F)F)CCC(F)(F)F,-12%,8%,9,-8%,9%,9%,3%,-0.5%,i
Cc1ccccc1CC1(CO)CCCN(C(=O)Cc2c(F)ccc(F)c2F)C1 (stereo not given),-29%,-22%,-8,?,8%,-8%,-5%,0.9%,i
O=C(C1=CC=CN2CCS(=O)(=O)N=C12)N1CCN(c2cccc(Cl)c2)CC1,-3%,nt,-13,3%,1%,7%,-3%,0.5%,nt
Cn1nnnc1SCC(=O)Nc1c(Cl)cccc1Cl,-2%,6%,-3,-33%,-4%,5%,0%,0.2%,i
COc1ccc(-c2coc3cc(OC)cc(O)c3c2=O)cc1,8%,51%[activator],-11,0%,-4%,?,5%,3.3%,i
O=C(O)c1cccc(NN=C2c3ccccc3-c3ccccc32)c1,2%,5%,-7,-2%,?,9%,-1%,0.4%,i
COc1cccc(-n2c(SCc3ccccc3C)nc3c([nH]c4ccccc43)c2=O)c1,?,12%,nt,nt,-7%,nt,-29%,3.7%,i
Cc1noc(/C=C/c2ccco2)c1S(=O)(=O)N1CCC(C(=O)Nc2ccc(Cl)cn2)CC1,-3%,?,-1,?,-2%,?,-51%,8.9%,i
O=C(Nc1ccc(-c2noc(-c3cccs3)n2)cc1)c1cccnc1,-5%,1%,?,?,-5%,nt,-11%,2.5%,i
O=C(c1ccccc1)N1N=C(C(F)(F)F)CC1(O)c1ccc(F)cc1 (stereo not given),-6%,3%,-4,13%,0%,2%,-3%,5.3%,i
COc1cccc(CN(C)C(=O)c2ccc3c(=O)n4c(nc3c2)CCC4)c1OC,26%,17%,-3,11%,-5%,?,1%,0.1%,?
COc1ccccc1CN(CC(=O)NCc1ccco1)C(=O)CNS(=O)(=O)c1ccc(C)cc1,-53%,-14%,-15,1%,-3%,-11%,-15%,0.1%,i

# Marked active in IL-1B inflam inh, among the entries above:
canonical_smiles	TGFb inhibitor	IL-1B inflam inh	Nrf2 ARE act
CC(C)c1ccc(OCc2nc(-c3ccccn3)no2)c(Br)c1	18%	-54*	-0.6%

# Just ATXN viability, MCF10A rerep and HepG2 tox, for some of the entries so far:
canonical_smiles,ATXN viability,MCF10A rerep,HepG2 tox
Cc1cccc(NC(=O)CSc2nc3nc4c(cc3c(=O)n2-c2ccccc2)CCCC4)c1,i,16%,1%
COc1cccc(NC(=O)c2ccccc2)c1,i,-17%,-7%
O=P(CCC(F)(F)F)(CCC(F)(F)F)CCC(F)(F)F,i,-8%,3%
Cc1ccccc1CC1(CO)CCCN(C(=O)Cc2c(F)ccc(F)c2F)C1 (stereo not given),i,?,-5%

# Going on with the list.
SMILES,TGFb inhibitor,ATXN2 expr inh,IL-1B inflam inh,MCF10A rerep,A549 viability,Nrf2 inh,HepG2 tox,Nrf2 ARE act,ATXN viability
CCc1cc(=O)oc2cc(C)cc(OCC(=O)NCc3ccccn3)c12,10%,-5%,4,1%,-2%,?,5%,3.7%,?
CCc1ccccc1NC(=O)CSc1ncc(S(=O)(=O)c2ccccc2)c(N)n1,-12%,-7%,nt,nt,7%,-11%,-20%,0.1%,i
Cc1ccccc1C(=NCCCN(C)C)c1ccccc1C,7%,1%,-20,3%,-10%,13%,-8%,2.7%,?
COc1ccc(Cl)cc1S(=O)(=O)n1ccnc1C(C)C,7%,0%,26,?,-2%,9%,8%,-0.4%,i
CC(=O)N1c2ccc(S(=O)(=O)NCC3CCC(C(=O)Nc4cccc(F)c4)CC3)cc2CC1C (stereo not given),-25%,nt,nt,nt,-1%,?,-46%,-0.4%,nt
Cc1nc(Nc2ccc(Cl)cc2)c2oc3ccccc3c2n1,-23%,-10%,12,?,-2%,-7%,-27%,7.7%,i
Cc1ccc(N(C(=O)CNC(=O)c2ccco2)C(C(=O)NC2CCCC2)c2cccnc2)cc1F (stereo not given),20%,7%,-1,-2%,3%,3%,-2%,0.1%,i
Nc1nnc(Cc2cccc(Br)c2)s1,4%,-1%,21,1%,2%,-14%,-36%,-0.1%,i
O=C(c1ccc(Br)s1)N1CCN(Cc2ccc3c(c2)OCO3)CC1,-2%,-24%,-24,17%,10%,?,-9%,-0.1%,i
Fc1ccc(-c2nc3ccc(Br)cn3c2Cc2cccc(F)c2)cc1,13µM*,44%[activator],36,nt,nt,nt,-33%,4.7%,i
CN1CCN(c2ccc(NC(=O)c3ccc(-c4ccc(Cl)cc4)o3)cc2)CC1,?,?,-99*,23µM*,?,-9%,16µM*,-2.9%,nt
CCOc1ccc(CCNC(=O)c2ccc3c(=O)n4c(nc3c2)CCCCC4)cc1,0%,-19%,7,?,11%,0%,-4%,-0.1%,i

# Retrieved by compound from the list above:
SMILES,TGFb inhibitor,ATXN2 expr inh,IL-1B inflam inh,MCF10A rerep,A549 viability,Nrf2 inh,HepG2 tox,Nrf2 ARE act,ATXN viability
Fc1ccc(-c2nc3ccc(Br)cn3c2Cc2cccc(F)c2)cc1,13µM*,44%[activator],36,nt,nt,nt,-33%,4.7%,i
CCc1cc(=O)oc2cc(C)cc(OCC(=O)NCc3ccccn3)c12,10%,-5%,4,1%,-2%,?,5%,3.7%,?

# (list continues)
SMILES,TGFb inhibitor,ATXN2 expr inh,IL-1B inflam inh,MCF10A rerep,A549 viability,Nrf2 inh,HepG2 tox,Nrf2 ARE act,ATXN viability
CCc1cccc2c(C#N)cn(CC(=O)NCc3ccco3)c12,11%,-4%,-24,2%,7%,2%,-15%,9.5%,i
CC1=C(C(=O)N2CCOCC2)CC(CC(=O)NCc2ccco2)C(=O)N1Cc1ccc(F)cc1 (stereo not given),19%,-7%,18,nt,nt,nt,6%,0.5%,i
CCOC(=O)/C=C/[C@H]1CCc2cccc(C)c2O1,11%,1%,10,-2%,2%,10%,1%,0.0%,i
COc1ccc(C(=O)N[C@H](C(=O)Nc2cccc(S(=O)(=O)N3CCOCC3)c2)C(C)C)cc1,-5%,nt,?,nt,nt,nt,-9%,2.6%,i
COc1cc(C2C(C#N)=C(N)OC3=C2C(=O)CCC3)cc2c1OCO2 (stereo not given),2%,-25%,-5,0%,1%,5%,-22%,-0.5%,i
Cn1c(=O)c2cc(S(=O)(=O)Nc3ccc4c(c3)OCO4)ccc2n(C)c1=O,1%,-22%,-25,16%,0%,?,-41%,-0.4%,i
O=C(O)CCn1ccc2cc(S(=O)(=O)N3CCCCCC3)ccc21,0%&-2%,-13%&-2%,8,-3%,3%&-14%,-27%&-2%,-10%&-6%,-0.7%&1.2%,i

# From PubChem
